TDP1 cell noCPT: qHTS for Inhibitors of human tyrosyl-DNA phosphodiesterase 1 (TDP1): qHTS in cells in absence of CPT; DT40 Tdp1-/- hTDP1 cells, no CPT, ATP luminescence, 48 h; Potency, µM (highest dose often 46.2 µM), inactives show top-dose activity change, negative = growth inhibition, most hits filed as inhibitors; hit rate 15% among 420,000; AID 686978, 2013; also: nearly all actives have a fitted effect of over 55% in size
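No-CPT arm: Tdp1-/-;hTDP1 DT40 cells (400/well) plus compounds, incubated ≥48 hr at 37 °C. Readout CellTiter-Glo luminescence.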
TDP1 cell CPT: DT40-hTDP1 cell growth loss with CPT; Potency, µM (doses to about 46.2 µM), for inactives: at the highest dose activity change, negative = growth inhibition, actives largely listed as inhibitors; hit rate 12% among 420,000; chicken DT40 Tdp1-/-;hTDP1 cells + 20 nM CPT, ATP luminescence, 48 h; AID 686979; also: nearly all actives have a fitted effect of over 55% in size
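Chicken DT40 Tdp1-/- cells stably complemented with human TDP1 were seeded at 400 cells/well in medium containing 20 nM camptothecin, exposed to pin-transferred compounds, and grown at 37 °C for at least 48 hr. Viability was read as ATP luminescence.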
TDP1 block: TDP1 (human) enzyme inhibition | Q9NUW8 | recombinant TDP1, AlphaScreen DNA substrate cleavage | Potency, µM (titrated, usually from 130 µM), without a hit: top-dose activity change, negative = inhibition, actives largely listed as inhibitors | hit rate 0.28% among 350,000 | AID 485290; also: nearly all actives have a fitted effect of over 40% in size
Target sequence (Q9NUW8 whole entry, looked up): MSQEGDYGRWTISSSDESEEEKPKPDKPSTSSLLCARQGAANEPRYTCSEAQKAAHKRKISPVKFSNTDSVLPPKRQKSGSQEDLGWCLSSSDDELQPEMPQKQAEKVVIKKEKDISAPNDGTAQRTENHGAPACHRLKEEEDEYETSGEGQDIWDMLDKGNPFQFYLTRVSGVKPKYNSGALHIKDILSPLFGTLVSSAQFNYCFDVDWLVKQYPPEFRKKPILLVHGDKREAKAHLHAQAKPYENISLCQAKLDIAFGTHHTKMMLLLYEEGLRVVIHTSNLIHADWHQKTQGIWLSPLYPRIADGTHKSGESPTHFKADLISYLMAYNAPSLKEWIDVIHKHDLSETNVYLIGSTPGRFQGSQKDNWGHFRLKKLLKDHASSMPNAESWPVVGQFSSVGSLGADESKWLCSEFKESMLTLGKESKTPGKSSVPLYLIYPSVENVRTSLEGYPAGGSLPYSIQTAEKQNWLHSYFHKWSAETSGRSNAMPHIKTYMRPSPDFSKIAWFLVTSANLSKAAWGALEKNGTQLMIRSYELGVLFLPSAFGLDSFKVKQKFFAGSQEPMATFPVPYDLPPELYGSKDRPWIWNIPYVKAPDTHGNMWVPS
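Enzyme-compound mixtures sat 15 min at room temperature, followed by a 5 min reaction with 15 nM final substrate and 10 min with AlphaScreen beads. Recombinant human Tdp1 was used at 1 nM final.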
Starred values were filed as active, the others as inactive; ? = inconclusive; · = no result given; [ ] = another dose, or the depositor's remark. Calls follow the shape of the dose curve; as a rule, active = well fitted curve in the direction sought with a large enough effect; inconclusive = small, poorly fitted or top-dose-only effect, or another doubt; inactive = no such curve, though single readings can be large; an effect the other way counts as inactive or inconclusive. % is scaled to controls: 0 for no effect and ±100 for the full control effect; potency is read from the fitted curve at half-maximal effect.

SMILES	TDP1 cell noCPT	TDP1 cell CPT	TDP1 block
COc1cc(C(=S)NC2CCCCC2)ccc1O	-19%	-7%	8%
Cc1nc2c(C(=O)NCCc3ccc(Cl)cc3)cnn2c(C)c1Cc1ccc(F)cc1	?	16µM*	8%
CC1(C)Cc2c(C#N)c(N3CCOCC3)nc(Cc3ccccc3)c2CO1	21µM*	?	-6%
CC(C)CCn1c(N2CCCC2)nc2c1c(=O)[nH]c(=O)n2C	-11%	-4%	·
O=C(Cn1cnc2cc([N+](=O)[O-])ccc2c1=O)N(Cc1ccccc1)C1CCS(=O)(=O)C1 (stereo not given)	-14%	-7%	5%
Cc1nn(-c2cccc(C(F)(F)F)c2)c(=O)c2noc(C)c12	-8%	6%	4%
O=C(Nc1cc(Cl)ccc1Cl)c1cc(S(=O)(=O)N2CCCc3ccccc32)ccc1F	?	23µM*	5%
Clc1ccc(-n2ncc3c(NCC4CCCO4)ncnc32)cc1 (stereo not given)	16µM*	16µM*	0%
CCN(C(=O)CCc1nc(-c2ccc(C)cc2)no1)c1cccc(C(F)(F)F)c1	?	?	-2%
CCN(CC)S(=O)(=O)c1ccc2c(c1)N(CC(=O)Nc1cccnc1Cl)C(=O)CO2	-11%	2%	-5%
Cc1cc(SC#N)cc(C)c1NC(=O)CCl	2.6µM*	3.3µM*	-3%
Nc1nnc(-c2cn(-c3ccccc3)nc2-c2ccc(Cl)cc2)o1	?	-5%	0%
CCCCN(CC)C(=O)c1cc2c(=O)n3ccccc3nc2n1C	?	?	1%
COc1ccc(Cc2noc(CN3CCCC(OCc4ccccn4)C3)n2)cc1OC (stereo not given)	-22%	10%	·
CC(C)Oc1ccc2ccccc2c1CNC[C@H]1O[C@@H](n2ccc(=O)[nH]c2=O)[C@H](O)[C@@H]1O	-1%	9%	·
O=C(Cc1cccc(C(F)(F)F)c1)NCC(=O)Nc1cc(Cl)ccc1Cl	?	?	0%
Cc1nn(-c2ccc(N3CCCCC3)nn2)c(C)c1CCC(=O)Nc1ccc(F)c(F)c1	-28%	?	2%
CCOC(=O)c1cc2sc(C)cc2n1CC(=O)N(CC)CC	-20%	-2%	1%
Cc1cc(C(C)(C)C)cc(C)c1COC(=O)CN1C(=O)NC2(CCCC2)C1=O	?	-25%	0%
C[C@H](NC(=O)[C@H]1N2C(=O)c3ccccc3C2SC1(C)C)C(=O)N1CCN(C)CC1 (stereo not given in full)	13%	-10%	2%
Cc1c(C(=O)N(C)C(C)C)sc2ncnc(NCCCN3CCOCC3)c12	0%	-1%[9.04 µM]	·
Cc1ccc(-n2c(SCC(=O)NCc3ccccc3)nc3n[nH]c(C)c3c2=N)cc1Cl	2.3µM*	4.1µM*	5%
Cc1ccc(NC(=O)Cn2c(=O)oc3cc(S(=O)(=O)N4CCCC4)ccc32)cc1F	-20%	-21%	0%
Fc1ccc(C(CCNCc2cccs2)c2ccco2)cc1 (stereo not given)	?	?	·
Cn1c(=O)c2c(SCC(=O)Nc3ccc4c(c3)OCCO4)nc(CC(C)(C)C)nc2n(C)c1=O	?	26µM*	3%
CC(=O)N/C(=C\c1ccccc1Cl)C(=O)O	-9%	-1%	-3%
Fc1cc(Br)ccc1NC(=S)Nc1cccnc1	-5%	-14%	-3%
Cc1cc(Br)ccc1NC(=O)CN1C(=O)CCC1=O	-8%	-2%	4%
CCc1nnc(NS(=O)(=O)c2ccc(NC(=O)CCC(=O)OC)cc2)s1	11%	8%	3%
COc1cc(OC)c(C2C=CC(=O)CC2)c(OC)c1 (stereo not given)	-24%	4%	·
Cc1ccc(OCC(=O)Nc2nc(C)c(Cl)cc2Cl)c([N+](=O)[O-])n1	7%	-12%	0%
Cc1cc2cc(CN(Cc3cccs3)C(=S)NCc3ccco3)c(=O)[nH]c2cc1C	?	?	2%
O=C(O)Cc1ccc2sc(-c3ccccc3)nc2c1	-28%	?	5%
CN1CCN(c2ccc(-c3cc(NC=O)c4ncc(-c5ccc(F)cc5)n4c3)cc2)CC1	?	15µM*	·
Oc1cc2c(cc1CN1CCc3ccccc3C1)OCO2	?	?	0%
O=C(Nc1ccc2c(c1)OCO2)c1ccc2sc([C@@H]3O[C@H](CO)[C@@H](O)[C@H]3O)nc2c1	?	-22%	·
CC(O)(c1ccc(F)c(F)c1)c1nc(-c2cc3ccccc3o2)cs1 (stereo not given)	15µM*	?	·
Cc1cc(C(=O)Nc2nnc(C3CCCCC3)s2)cs1	?	?	0%
O=C(OCc1ccc(Cl)c(Cl)c1)c1ccccn1	3%	0%	-4%
COCCCNC(=O)C1CCN(C(=O)Nc2ccc(Cl)cc2)CC1	6%	-5%	3%
COc1ccc(N(CC(=O)N2CCN(c3ccc(Cl)cc3)CC2)S(=O)(=O)c2c(C)noc2C)cc1	?	?	3%
COC(=O)c1cc(NC(=O)CCc2c(C)nc3c(c(C)nn3C(C)(C)C)c2C)cc(C(=O)OC)c1	?	-20%	6%
C=CCN(CC=C)CC(=O)Nc1ccc(S(N)(=O)=O)cc1	1%	5%	2%
O=C(CCCl)N1CCCC2(CCCCC2)C1	18%	-12%	·
CC1CCN(S(=O)(=O)c2ccc(C(=O)NCc3ccco3)cc2)CC1	?	-3%	0%
CCCCCNc1nc2ccccc2nc1NS(=O)(=O)c1cccs1	-19%	-9%	-9%
Cc1ccc(/C=N/n2cnnc2)s1	1%	-18%	0%
COCCNC(=S)N(CCCN(C)C)Cc1cc2cc3c(cc2[nH]c1=O)OCCO3	6%	-4%	·
O=C(COc1ccc(S(=O)(=O)NC2CCCC2)cc1)N1CCCCC1	6%	13%	2%
CCOc1ccc(-n2nnnc2SCC(=O)NNC(=O)c2ccco2)cc1	?	16µM*	·
More structures follow.
SMILES	TDP1 cell noCPT	TDP1 cell CPT	TDP1 block
COc1ccc(-c2ccc(SCC(=O)NC3CCCCC3)nn2)cc1OC	?	-27%	3%
CC1=C(C(=O)N2CCCC(C(=O)c3cccc4ccccc34)C2)OCCO1 (stereo not given)	16µM*	?	-1%
CC(=O)c1cccc(NC(=S)NC(=O)C(C)C)c1	16%	13%	2%
Cc1ccc(-c2nc3c(c(=O)c4ccccc4n3C)c(=O)n2-c2ccccc2)cc1	?	-26%	3%
Cc1cccc(CN2CCN(Cc3cccc(-n4cccn4)c3)CC2CCO)n1 (stereo not given)	?	?	-1%
O=C(CCCOc1ccccc1)Nc1ccc(Br)cc1	-16%	-22%	·
Cc1cc2nc(-c3ccc(C#N)cc3)c(Cc3cccc(F)c3)n2c(C)c1Br	15µM*	18µM*	·
O=C(Nc1ccccc1C(F)(F)F)c1cc2nc(-c3ccccc3)cc(-c3ccccc3)n2n1	-14%	-13%	-1%[12.3 µM]
CC1=C(C(=O)O)N2C(=O)C(NC(=O)C(N)c3ccccc3)C2SC1 (stereo not given)	1%	12%	-11%
O=C(C1CC1)N1CCC(C(O)(c2ccccc2)c2ccccc2)CC1	-27%	0%	0%
O=C(CN(Cc1ccccc1)C(=O)CCC(=O)Nc1nccs1)NCc1ccco1	-18%	-1%	2%
COc1cccc(/C=N/N2CCN(c3ccncc3S(=O)(=O)N3CCCCC3)CC2)c1	2.6µM*	?	9%
CCOc1ccccc1NC(=O)C1C(c2ccccc2)C1(Cl)Cl (stereo not given)	?	?	·
OC(COCc1ccccc1)CN1CCN(Cc2ccc3c(c2)OCO3)CC1 (stereo not given)	-9%	2%	2%
Cc1ccsc1/C=N/NC(=O)CN1CCN(Cc2ccccc2)CC1	-9%	?	5%
Cc1ccc(N=C(NO)c2nonc2N)c(C)c1	-19%	-14%	4%
ICC[n+]1csc2ccccc21	?	?	·
O=C1C=C(NCc2ccccc2)c2ccccc2C1=O	15µM*	5.8µM*	4%
O=C(Nc1ccc(F)cc1)c1cccnc1N1CCOCC1	3%	-2%	2%
Cc1nn(CCC#N)c(NC(=O)c2ccc(Cl)cc2Cl)c1P(=O)(Nc1ccc([N+](=O)[O-])cc1)N1CCOCC1 (stereo not given)	-5%	-10%	-2%
Cc1nn(C)c(C)c1-c1c(C#N)c(N)nc2c1CCCCCC2	-24%	-29%	-1%
CC1=CC2=NC(=O)CC(C)(C(=O)N(CC(=O)NC3CCCC3)Cc3ccc(Cl)cc3)N2C=C1 (stereo not given)	0%	8%	-3%[0.0935 µM]
COc1cccc(C2N(c3ccccn3)C(=O)C3CCCN32)c1OC (stereo not given)	8%	6%	1%
COC(=O)c1scc(S(=O)(=O)c2ccccc2)c1N	11%	-12%	9%
Cn1c(=NC(=O)CSCC(=O)N2CCCC2)sc2ccccc21	-25%	-23%	2%
Cc1ccc(OCCN(C)C(=O)C2CCC(=O)N(CCCN3CCCC3=O)C2)cc1 (stereo not given)	-16%	3%	5%
COc1ccc(N(Cc2cc3ccc(C)cc3[nH]c2=O)S(=O)(=O)c2ccccc2)cc1	?	?	·
Cc1ccc(Cl)cc1NC(=O)CCCn1c(=O)c2cccn2c2cccnc21	-25%	-20%	-3%
C=CCC[C@@H](CCCCC)OC(=O)/C=C/[C@@H](O)[C@H](O)C[C@H](O)CC=C	18µM*	23µM*	·
COc1ccc(S(=O)(=O)N2CCCC2CNC(=O)C(=O)NCCc2ccccc2)cc1 (stereo not given)	7.3µM*	7.3µM*	-3%

7 entries from above, sorted by molar mass, lowest first:
SMILES	TDP1 cell noCPT	TDP1 cell CPT	TDP1 block
Cc1nn(C)c(C)c1-c1c(C#N)c(N)nc2c1CCCCCC2	-24%	-29%	-1%
Cn1c(=NC(=O)CSCC(=O)N2CCCC2)sc2ccccc21	-25%	-23%	2%
C=CCC[C@@H](CCCCC)OC(=O)/C=C/[C@@H](O)[C@H](O)C[C@H](O)CC=C	18µM*	23µM*	·
Cc1ccc(Cl)cc1NC(=O)CCCn1c(=O)c2cccn2c2cccnc21	-25%	-20%	-3%
Cc1ccc(OCCN(C)C(=O)C2CCC(=O)N(CCCN3CCCC3=O)C2)cc1 (stereo not given)	-16%	3%	5%
COc1ccc(N(Cc2cc3ccc(C)cc3[nH]c2=O)S(=O)(=O)c2ccccc2)cc1	?	?	·
CC1=CC2=NC(=O)CC(C)(C(=O)N(CC(=O)NC3CCCC3)Cc3ccc(Cl)cc3)N2C=C1 (stereo not given)	0%	8%	-3%[0.0935 µM]

Other structures
SMILES	TDP1 cell noCPT	TDP1 cell CPT	TDP1 block
Cc1noc(C)c1COc1ccc(C(=O)OCC(=O)Nc2ccc(C(=O)N(C)C)cc2)cc1	-2%	1%	-11%
COC(=O)c1sccc1-c1ccc(/C=N/OC(=O)c2cccs2)o1	-3%	45%[activator]	-4%
Cc1c(C(=O)N2CC3CCC2C3)sc2ncnc(NCCc3c[nH]c4ccccc34)c12 (stereo not given)	23µM*	?	·
O=C(CSc1nnc(Cc2ccccc2)n1Cc1ccco1)NC1CCCC1	-16%	3%	0%
CCOc1ccc(S(=O)(=O)N2CCOCC2)cc1NC(=O)CSCc1ccc(C)cc1	4.6µM*	5.2µM*	3%
CCOc1ccc(N(CC(=O)NC(C)C)C(=O)CCC(=O)Nc2ccccn2)cc1	1%	3%	2%
C=C(C)COc1ccc2c(C)c(CC(=O)N3C[C@H]4C[C@@H](C3)c3cccc(=O)n3C4)c(=O)oc2c1	-24%	-22%	·
CC#CCN1c2ccccc2[C@]23C[C@@H](C(=O)OC)N(C(C)=O)C2=NC(C(=O)OC)=C(C(=O)OC)[C@H]13	-16%	20%	10%[12.3 µM]
CN(C)S(=O)(=O)c1cccc(NC(=O)COC(=O)c2ccc3ccccc3n2)c1	6%	1%	0%
CC(C)Sc1nc2c(c(=O)[nH]c(=O)n2C)n1CCc1ccccc1	?	?	2%
O=C(Nc1ccccc1)N(CCc1ccncc1)C1CCCCC1	-3%	-15%	·
COc1ccc(OCC(=O)NNC(=O)Cn2c(=O)cnc3ccccc32)cc1	-11%	3%	-6%[0.505 µM]
O=P(c1ccccc1)(c1ccccc1)C1CCCO1 (stereo not given)	?	-22%	4%
CCC(=O)c1ccc(OCC(O)CN2CCc3ccccc3C2)cc1 (stereo not given)	-17%	2%	·
Cc1ccccc1NC(=O)c1sc2nc3c(cc2c1N)CCCC3	3.3µM*	?	·
COc1cccc(-c2csc(N3CCN(C(=S)Nc4ccccc4)CC3)n2)c1	?	?	6%
CC(=O)Oc1cccc(C2=CC(=O)CC(C)(C)C2=O)c1	-16%	-5%	·

Fetched one by one from the entries so far (6):
SMILES	TDP1 cell noCPT	TDP1 cell CPT	TDP1 block
COc1cccc(-c2csc(N3CCN(C(=S)Nc4ccccc4)CC3)n2)c1	?	?	6%
O=C(Nc1ccccc1)N(CCc1ccncc1)C1CCCCC1	-3%	-15%	·
CCC(=O)c1ccc(OCC(O)CN2CCc3ccccc3C2)cc1 (stereo not given)	-17%	2%	·
Cc1ccccc1NC(=O)c1sc2nc3c(cc2c1N)CCCC3	3.3µM*	?	·
O=P(c1ccccc1)(c1ccccc1)C1CCCO1 (stereo not given)	?	-22%	4%
COc1ccc(OCC(=O)NNC(=O)Cn2c(=O)cnc3ccccc32)cc1	-11%	3%	-6%[0.505 µM]
